# NPC1 promoter act = NPC1 promoter activation; Huh7 NPC1 promoter luciferase reporter, 24 h; Potency, µM (top dose mostly 9.22 µM), inactives show at the top dose activation, hits mostly activators; 320,000 compounds, 2.4% hits; AID 485313;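 further: % of control where 0% means no effect; nearly all actives have a fitted effect of over 60% in size; reporter is driven by a mutant NPC1 promoter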
#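 Stably transfected Huh7 (NPC1 promoter→luciferase), 1500 cells/well in Opti-MEM + 10% FBS, 2 h settle, then compound 24 h at 37 °C. Luminescence after 10 min with Amplite reagent.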
# MBNL1 CUG block = blocks human MBNL1 binding to CUG repeat RNA. Q9NR56. TR-FRET MBNL1-His/biotin-(CUG)12 binding, 665/545 ratio. Potency, µM (titrated, usually from 57.5 µM), inactives show at the highest dose activity change, negative = inhibition, actives largely listed as inhibitors. 280,000 compounds, 0.036% hits; active means well fitted inhibition curve with a large enough effect in the signal ratio, with a control signal flat, not every such curve was filed as active; inconclusive means small, poorly fitted or top-dose-only effect, or effect the other way, or a change in a side signal; inactive means no such curve, though single readings can be large or run the other way; the % refers to the signal ratio; further: on the % scale 0 is the no-effect control and ±100 the full control effect
# Target sequence (Q9NR56 whole entry, looked up): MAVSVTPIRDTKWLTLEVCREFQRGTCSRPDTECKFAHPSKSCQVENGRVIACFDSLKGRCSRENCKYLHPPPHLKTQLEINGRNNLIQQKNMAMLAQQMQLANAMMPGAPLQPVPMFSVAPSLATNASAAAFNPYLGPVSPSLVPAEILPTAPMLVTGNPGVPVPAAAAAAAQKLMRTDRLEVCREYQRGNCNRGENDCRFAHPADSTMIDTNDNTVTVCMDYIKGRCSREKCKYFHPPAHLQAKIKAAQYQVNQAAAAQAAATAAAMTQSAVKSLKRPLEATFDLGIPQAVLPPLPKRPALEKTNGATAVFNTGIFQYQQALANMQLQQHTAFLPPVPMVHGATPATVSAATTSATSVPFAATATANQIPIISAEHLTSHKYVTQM
#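 TR-FRET readout: Ex 340 nm, 665/545 nm emission ratio, normalized to buffer-only (basal) and MBNL1-(CUG)12 controls. Complex of MBNL1-His with Biotin-(CUG)12, compounds 92 nM–58 uM, incubated 60 min at room temperature.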
# FLuc counter = firefly luciferase modulation, counter-screen for miR-21 project. purified FLuc, Km substrates, luminescence inhibition. 360,000 compounds, 6.9% hits. Potency, µM (doses to about 57.5 µM), for the others: at the top dose activity change, negative = inhibition, hits mostly inhibitors;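 further: plate controls were vehicle for no effect and reference inhibitor for full effect; nearly all actives have a fitted effect of over 55% in size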
# Target sequence (P08659 whole entry, looked up): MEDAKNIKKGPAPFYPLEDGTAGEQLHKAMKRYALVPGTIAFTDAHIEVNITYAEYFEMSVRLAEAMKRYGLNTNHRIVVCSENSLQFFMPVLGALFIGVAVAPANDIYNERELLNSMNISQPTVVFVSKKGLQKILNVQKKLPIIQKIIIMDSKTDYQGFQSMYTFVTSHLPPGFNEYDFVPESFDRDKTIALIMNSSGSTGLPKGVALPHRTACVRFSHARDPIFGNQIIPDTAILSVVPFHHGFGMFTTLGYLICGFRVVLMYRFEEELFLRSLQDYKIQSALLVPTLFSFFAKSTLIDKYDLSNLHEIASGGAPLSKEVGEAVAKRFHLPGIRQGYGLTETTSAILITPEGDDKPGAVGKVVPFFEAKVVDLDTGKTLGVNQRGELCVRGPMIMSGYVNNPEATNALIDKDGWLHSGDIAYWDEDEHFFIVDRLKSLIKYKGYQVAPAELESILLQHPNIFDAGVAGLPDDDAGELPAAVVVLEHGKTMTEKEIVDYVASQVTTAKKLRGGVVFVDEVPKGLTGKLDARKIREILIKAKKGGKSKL
#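 Purified P. pyralis luciferase (10nM final) with 10uM D-luciferin and 10uM ATP (Km levels) in 50mM Tris acetate pH 7.5, 10mM Mg acetate, 0.01% Tween-20, 0.05% BSA; qHTS 6-point titration, ~60 µM downward; luminescence read.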
# Gal4-VP16 FLuc = Gal4-VP16 reporter inhibition counter-screen; Drosophila S2 Gal4-VP16 UAS-luciferase, luminescence, 20 h; Potency, µM (doses to about 53.6 µM), inactives show at the top dose activity, negative = inhibition, actives largely listed as inhibitors; 310,000 compounds, 3.5% hits; AID 2546;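 further: Gal4-VP16 expression switched on by copper sulfate through the metallothionein promoter; on the % scale 0 is the no-effect control and ±100 the full control effect; nearly all actives have a fitted effect of over 50% in size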
# RORg inh = ROR gamma (mouse) transcription inhibition. P51450. Drosophila S2 Gal4-RORgamma UAS-luciferase reporter, 20 h. Potency, µM (series often up to 53.6 µM), inactives show at the top dose activity change, negative = inhibition, most hits filed as inhibitors. 310,000 compounds, 5.4% hits. AID 2551; further: on the % scale 0 is the no-effect control and ±100 the full control effect; nearly all actives have a fitted effect of over 60% in size
#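 In this cell-based reporter format, copper sulfate (700 uM final) drives Gal4–ROR gamma fusion expression from a metallothionein promoter in Drosophila Schneider cells; compounds preincubated 1 hr, reporter read after 20 hr at ambient temperature.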
# BRCA1 expr up = BRCA1 expression activation; MCF7-BRCA1-FFLuc reporter, luminescence, 48 h; response scale: scaled: vehicle 0%, 10 µM genistein 100%; Potency, µM (highest dose often 46.1 µM), for the others: top-dose activation, hits mostly activators; 380,000 compounds, 1.1% hits; AID 624202; further: nearly all actives have a fitted effect of over 80% in size; some results filed as inactive show a strong effect at the top dose
#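 MCF7-BRCA1-FFLuc, 2000 cells/well; 2 h attach, 37 °C/5% CO2; compound 48 h; luciferase substrate 15 min; luminescence end-point. Norm. to genistein 10 microM max activation and DMSO; concentration-response curves fitted.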
# ELG1 genotox = inducers of genotoxicity in HEK293T ELG1-luciferase cells; HEK293T ELG1-luciferase reporter, luminescence, 16 h; Potency, µM (titrated, usually from 46 µM), for the others: top-dose activity change, positive = activation, most hits filed as activators; 330,000 compounds, 1.3% hits; AID 504466; further: % of control where 0% means no effect; nearly all actives have a fitted effect of over 60% in size
#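 Luminescence read-out: rising ELG1-luciferase signal, reflecting elevated ELG1 protein under genetic stress, flags genotoxic compounds. Cells were treated for 16 hr at 37 °C before ONE-Glo detection.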
# p53 reactivation = re-activators of mutant p53 | H1299 p53-A138V BP100-luciferase reporter, luminescence, 24 h | Potency, µM (doses to about 92.2 µM), inactives show at the top dose activity change, positive = activation, hits mostly activators | 320,000 compounds, 0.063% hits; further: % of control where 0% means no effect; nearly all actives have a fitted effect of over 45% in size
#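 p53-null H1299 cells stably carrying temperature-sensitive p53-A138V and a BP100-luciferase reporter were pinned with compounds (4-point, 1:5 series) and held 24 hrs at 37 deg C. Luminescence was read 10 min after detection reagent.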
# Rab9 prom act = Rab9 promoter activation; Huh7 Rab9 promoter-luciferase reporter, luminescence, 24 h; Potency, µM (top dose mostly 9.22 µM), for inactives: top-dose activation, negative = inhibition, most hits filed as activators; 320,000 compounds, 2.8% hits; AID 485297; further: % of control where 0% means no effect; nearly all actives have a fitted effect of over 60% in size
#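 Promoter activation is measured as luciferase luminescence in Huh7 cells stably transfected with a Rab9 promoter–luciferase construct, following 24 h compound exposure at 37 °C and 10 min reagent incubation at ambient temperature.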
# uPA surface inh = cell surface uPA generation inhibition | Potency, µM (top dose mostly 38.3 µM), for inactives: at the highest dose activity change, negative = inhibition, hits mostly inhibitors | cell surface uPA generation assay, qHTS | AID 540303 | 330,000 compounds, 0.31% hits; active means well fitted inhibition curve with a large enough effect; inconclusive means small, poorly fitted or top-dose-only effect; inactive means no such curve, though single readings can be large or run the other way; tested in mouse RAW 264.7 cells; further: on the % scale 0 is the no-effect control and ±100 the full control effect; nearly all actives have a fitted effect of over 55% in size
# Active calls of the source: *; u = inconclusive; x = no result given; & = joins results of further samples; [ ] = dose if it differs, or a comment. Unless noted, the call rests on the fitted dose curve; in most records, active means well fitted curve in the direction sought with a large enough effect; inconclusive means small, poorly fitted or top-dose-only effect, or another doubt; inactive means no such curve, though single readings can be large; an effect the other way counts as inactive or inconclusive. Potency means the concentration at half of the fitted maximal effect.
mol | NPC1 promoter act | MBNL1 CUG block | FLuc counter | Gal4-VP16 FLuc | RORg inh | BRCA1 expr up | ELG1 genotox | p53 reactivation | Rab9 prom act | uPA surface inh
COc1ccc(C2=NCC(=S)Nc3ccc(Cl)cc32)cc1Cl | -3.8% | 8.8% | -1.6% | 8.91µM* | 2.82µM* | -32.4% | -1.4% | 0.1% | -9.6% | 12.8%
C[n+]1ccc(-c2ccncc2)cc1 | 0.9% | u | 4.4% | -2.2% | -11.3% | 10.4% | 2.7% | -2.4% | -1.1% | -2.0%
CC(C)(C)OC(=O)NNC(=S)NC1CCCCC1 | -3.2% | -1.5% | -1.1% | 7.0% | u | 4.8% | -0.5% | -2.0% | 2.1% | -1.3%
CCOP(=S)(OCC)Oc1cc(C)nc(C(C)C)n1 | x | x | x | 8.4% | 2.9% | 5.8% | x | x | x | -9.3%
COP(=S)(OC)c1c(C)nn(CCC#N)c1NC(=O)c1ccc(Cl)cc1 | -2.7% | 0.2% | -0.1% | 3.1% | -14.8% | -4.6% | 0.3% | 0.9% | -1.7% | 5.8%
CCCN1C2CCCC1CC(NC(C)=O)C2 (centres undefined) | 1.7% | -9.1% | 1.5% | -3.4% | 22.9% | x | -1.2% | 1.9% | 7.9% | -4.1%
O=C(N/N=C/c1c(O)n(Cc2ccc(F)cc2)c(=S)[nH]c1=O)c1ccncc1 | -0.9% | x | -9.3% | -10.5% | u | -41.7% | 1.3% | -2.9% | -2.7% | 4.4%
Cc1ccc(C(O)P(=O)(OC2CCCCC2)OC2CCCCC2)cc1 (centres undefined) | -3.4% | -16.7% | 3.2% | -13.6% | u | -39.3% | -0.2% | 2.1% | -4.7% | 1.6%
O=C(NC(=O)N1CCC2(CC1)OCCO2)c1ccc(Cl)cc1 | -0.1% | 2.6% | 6.7% | -2.3% | 19.5% | 2.0% | 6.5% | -3.0% | -2.8% | 3.2%
CN1CC[C@]2(c3cccc(O)c3)Cc3nc4ccccc4cc3C[C@H]2C1 | -2.4% | u | -4.3% | -4.4% | -10.1% | x | x | x | -1.1% | x
CCN(CC)CCCN=Cc1c(O)n(Cc2ccc(F)cc2)c(=O)[nH]c1=O | -2.2% | -10.9% | 3.3% | -1.4% | -0.2% | -23.1% | 2.5% | 1.2% | -6.2% | -1.0%
C=CCOc1ccc(CC2C(=O)N(C)C(=O)N(C)C2=O)cc1 | -1.2% | u | 0.1% | 17.7% | 11.0% | 10.6% | -1.0% | -3.6% | -6.0% | 7.1%
CC(=O)Nc1ccc(CC(=O)N2CCN(Cc3ccccc3)CC2)cc1 | -1.3% | 0.5% | -0.1% | 9.5% | -7.4% | -3.2% | 0.5% | -0.1% | 0.1% | 0.5%
O=C1C2CCCN2C(c2cccnc2)N1c1ccc(Cl)cc1 (centres undefined) | -3.2% | -9.2% | -1.1% | 5.8% | 21.3% | -28.3% | -2.0% | -11.1% | -8.9% | -2.7%
C=C1N2CCC(CC2)C1(O)c1ccc(C)c(C)c1 (centres undefined) | -2.5% | 1.9% | 3.1% | -5.1% | -16.8% | -9.6% | 0.2% | -5.3% | 0.3% | -1.7%
CC(C)=CCC12CN3CCN(CC(C3)C1=O)C2 | -1.7% | -4.3% | -4.8% | -7.6% | 3.1% | -1.5% | -0.8% | -22.8% | -3.6% | 2.8%
Cc1ccc(N2C(=O)NC(=O)/C(=C\c3ccoc3)C2=O)cc1 | 0.4% | 11.3% | u | -8.6% | -2.2% | -15.6% | 5.9% | -3.4% | -2.9% | 3.2%
COc1ccccc1N1CCN(Cc2ccc(Br)s2)CC1 | -1.6% | -5.6% | -0.6% | 16.5% | 7.1% | -39.2% | -6.6% | -2.9% | -6.0% | -5.6%
Cc1oc(-c2ccccc2)nc1CN1C(=O)CN=C(c2ccccc2)c2ccccc21 | -11.2% | 37.1%[activator] | 0.2% | -6.5% | -5.4% | -7.2% | -11.1% | -1.6% | -8.9% | -27.9%
O=C(CCCC1=NS(=O)(=O)c2ccccc2N1)N1CCC2(CC1)OCCO2 | 8.7% | 7.9% | 3.3% | 4.2% | 4.3% | 0.0% | 0.6% | -6.3% | 1.7% | -3.4%
COc1ccc(OC)c(CN2CCN(C(=O)COc3cccc(C)c3)CC2)c1 | -10.1% | -1.9% | 0.9% | 7.0% | 43.3% | -10.8% | 0.3% | 7.6% | -2.7% | -0.7%
O=C1NC(=O)N(c2ccccc2)C(=O)/C1=C/c1coc2ccc(O)cc2c1=O | -5.2% | -9.6% | u | 2.4% | -9.8% | -36.2% | 2.3% | 20.6% | -0.6% | u
COC(=O)C1=C(c2cccc(OCc3ccccc3)c2)C[C@@H]2CC[C@H]1N2C(=O)NCc1cccc(OC)c1 | -2.3% | x | 1.0% | x | x | -50.9% | -4.9% | -1.3% | -2.6% | u
CCCCn1c(=O)c(C(=O)Nc2ccccc2C)c(O)c2ccccc21 | 0.6% | -1.2% | 4.0% | -24.3% | u | -13.4% | -1.6% | x | -0.2% | -0.5%
O=C(O)c1ccc(NC(=O)N2C[C@H]3C[C@@H](C2)c2cccc(=O)n2C3)cc1 | 1.6% | 7.4% | 1.2% | 3.9%&-16.6% | 10.5%&-20.8% | 2.9% | 0.7% | x | -3.8% | -1.8%
Fc1cccc(CCNCc2ccccn2)c1 | 1.1% | -18.0% | 4.5% | -1.6% | -17.6% | 15.5% | -0.5% | 3.5% | -2.8% | -3.3%
CC(=O)c1ccc(OCC(=O)N2CCCC(N3CCN(c4ccccc4C)CC3)C2)cc1 (centres undefined) | 2.2% | -2.1% | 0.7% | 2.5% | 18.2% | -21.7% | -22.1% | -14.3% | 1.3% | 11.7%
Nc1nc(Nc2ccccc2F)sc1C(=O)c1ccccc1 | u | u | 6.01µM* | -1.0% | -24.0% | 52.4% | u | u | 0.708µM* | u
CC1(c2cccc([N+](=O)[O-])c2)CC(C)(C)N(C(=O)c2ccccc2)c2ccccc21 (centres undefined) | -11.4% | -9.3% | 11.7% | -17.3% | 24.2% | -61.4% | -0.6% | 7.9% | -3.1% | 52.7%[activator]
COc1cccc(OC)c1C(=O)Nc1nc(N)n(-c2ccccc2)n1 | 2.2% | 3.0% | -0.5% | 5.5% | -19.4% | 0.8% | -0.4% | -3.1% | -0.2% | 1.8%
CN(C)CC1CCCCC1=O (centres undefined) | 6.0% | 0.7% | 3.3% | -1.8% | 5.0% | -5.3% | 0.9% | -15.9% | 6.8% | 1.3%
Cc1ccc2occ(CN3CC4CC(C3)c3cccc(=O)n3C4)c(=O)c2c1 (centres undefined) | -2.0% | -13.4% | -0.6% | -0.6% | 3.8% | -0.8% | -2.3% | -6.3% | 6.9% | -1.8%
CCCCOC(=O)C1=C(N)OC2=C(C(=O)CC(C)(C)C2)[C@]12C(=O)N(C)c1ccccc12 | 12.0% | 5.1% | 12.2% | -3.3% | 27.2% | -31.5% | u | 7.1% | 16.7% | 2.8%
O=c1c2ccccc2nc(/C=C/c2ccccn2)n1-c1ccccc1 | 0.5% | -1.1% | -4.7% | x | x | -21.6% | -7.5% | x | -2.4% | 6.5%
CCn1c(C)cc(/C=C2\C(=O)NC(=O)N(c3ccccc3C)C2=O)c1C | -6.1% | u | u | 18.3% | -12.4% | -1.4% | 6.7% | -2.4% | -1.7% | -16.5%
CN1C(=O)C(Cc2ccsc2)C(=O)N(C)C1=O | 0.0% | -0.4% | -0.7% | -5.2% | -12.5% | -7.9% | -0.1% | 11.7% | -3.0% | 3.4%
Cc1nc2c(-c3ccccc3)c(C)nn2c(C)c1CCC(=O)N1CCC2(CC1)OCCO2 | 0.0% | -2.6% | u | 0.5% | -0.4% | -2.2% | 1.5% | 9.6% | 3.7% | x
O=C(O)c1sccc1Oc1ccc(F)cc1[N+](=O)[O-] | 9.8% | u | -0.1% | 6.7% | -33.4% | 3.4% | 3.5% | -0.4% | 0.3% | -3.2%
COc1ccc(N=C(C)c2c(O)[nH]c(=O)[nH]c2=O)cc1 | 7.8% | 2.0% | 0.8% | 7.4% | -4.5% | -19.4% | 10.1% | x | 9.1% | u
COc1ccc(O)c(CN2CCCC(C(=O)c3ccccc3SC)C2)c1 (centres undefined) | -11.2% | -5.3% | -4.4% | -8.1% | 23.8% | -4.4% | -10.0% | -1.7% | -12.2% | x
Cc1ccccc1-n1c(O)c(C=NCCN2CCOCC2)c(=O)[nH]c1=O | 1.6% | -10.4% | -0.9% | 4.3% | -20.0% | 11.0% | -1.1% | 0.3% | -7.6% | 5.6%
Cc1ccc(S(=O)(=O)N2CCN(C(=O)COC(=O)Cc3ccccc3)CC2)c(C)c1 | -1.3% | x | -1.7% | x | x | -5.1% | 0.5% | 8.9% | -0.9% | 0.6%
O=[N+]([O-])c1ccc(Cl)cc1 | 0.2% | x | -7.5% | -7.7% | -7.6% | 13.2% | 3.1% | 5.0% | -5.0% | 9.0%

# Bioassay records: PubChem, National Center for Advancing Translational Sciences (NCATS)

# An excerpt; count on the stated rates, not on these rows.
